# Screening data from PubChem BioAssay.
# CIT2 TOR yeast – modulators of CIT2-GFP expression in yeast, primary screen, S. cerevisiae, GFP fusion, multiplex flow cytometry, MLPCN library | hit rate 0.065% among 320,000 | S. cerevisiae CIT2-GFP strain, 3 h; 100 means same as DMSO wells | GFP response vs DMSO, % at 10 µM;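 active means GFP response relative to DMSO above a set limit, near the screen mean plus 3 SD, cut at about 150% in these data; inconclusive means Fewer than 70 cells measured for a yeast strain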;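 further: ratio of well median GFP fluorescence to mean of DMSO wells on the plate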
# MEP2 TOR yeast – modulators of MEP2-GFP levels in yeast, primary screen, S. cerevisiae, multiplex flow cytometry, MLPCN library | AID 2016, 2009 | GFP response vs DMSO, % at 10 µM | S. cerevisiae MEP2-GFP strain, 3 h; 100% = DMSO control level | hit rate 0.51% among 330,000;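 active means GFP response versus DMSO above a set limit, roughly screen mean plus 3 SD, cut at about 180% in these data; inconclusive means fewer than 70 cells counted for a yeast strain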;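 further: median GFP fluorescence of the barcode-gated MEP2-GFP cells per well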
# GASC-1 inh – inhibitors of GASC-1 histone demethylase, primary screen, biochemical, fluorescence, DELFIA europium | Lysine-specific demethylase 4C (Homo sapiens), Q9H3R0 | hit rate 0.069% among 330,000 | inhibition, % at 2.35 µM | GST-JMJD2C(1-420) H3K9me3 demethylation;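 active means more than half of a compound's replicate wells show inhibition beyond 50%, single wells judged on their own value; inconclusive means some, but no more than half, of replicates pass 50% inhibition; inactive means no replicate passes 50% inhibition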;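 further: signal counts dimethyl H3K9 product captured on neutravidin plate; 0% = median of DMSO wells and 100% = 0.3 times that DMSO median; strong numbers were not always called active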
# Target sequence (Q9H3R0 1-420 limits assumed): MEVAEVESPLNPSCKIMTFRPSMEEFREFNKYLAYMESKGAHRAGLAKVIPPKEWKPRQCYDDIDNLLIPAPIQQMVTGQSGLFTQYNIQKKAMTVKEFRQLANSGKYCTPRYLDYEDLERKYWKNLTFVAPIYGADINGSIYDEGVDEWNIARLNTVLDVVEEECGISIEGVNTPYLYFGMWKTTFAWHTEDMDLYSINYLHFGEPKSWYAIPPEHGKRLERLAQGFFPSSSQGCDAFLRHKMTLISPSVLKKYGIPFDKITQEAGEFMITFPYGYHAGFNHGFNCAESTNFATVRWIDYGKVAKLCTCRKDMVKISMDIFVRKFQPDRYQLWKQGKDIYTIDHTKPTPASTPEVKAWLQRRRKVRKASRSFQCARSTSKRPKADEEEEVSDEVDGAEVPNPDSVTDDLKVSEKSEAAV
# LAP4-GFP MLPCN – modulators of LAP4-GFP expression in yeast, primary screen, S. cerevisiae, multiplex flow cytometry, MLPCN library; 3 h; median GFP as percent of DMSO wells; GFP response vs DMSO, % at 10 µM; hit rate 0.34% among 320,000;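 active means GFP response vs DMSO above a set limit, about the screen mean plus 3 SD, cut at about 150% in these data; inconclusive means under 70 cell events counted for the yeast strain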
# GRK2 aptamer HTS – compounds blocking aptamer binding on GRK2 – biochemical, human GRK2, bead flow cytometry, HTS, primary screen; AID 488847, 2010; hit rate 0.59% among 330,000; FAM-aptamer displacement from GRK2; inhibition of aptamer binding, % at 10 µM;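 active means inhibition of aptamer binding above 40%, roughly 3 SD of noise, on plates passing a quality check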;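 further: median bead fluorescence of bound FAM aptamer so fluorescent compounds give negative values; no value below 0 was filed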
# Target sequence (P25098 whole entry, looked up): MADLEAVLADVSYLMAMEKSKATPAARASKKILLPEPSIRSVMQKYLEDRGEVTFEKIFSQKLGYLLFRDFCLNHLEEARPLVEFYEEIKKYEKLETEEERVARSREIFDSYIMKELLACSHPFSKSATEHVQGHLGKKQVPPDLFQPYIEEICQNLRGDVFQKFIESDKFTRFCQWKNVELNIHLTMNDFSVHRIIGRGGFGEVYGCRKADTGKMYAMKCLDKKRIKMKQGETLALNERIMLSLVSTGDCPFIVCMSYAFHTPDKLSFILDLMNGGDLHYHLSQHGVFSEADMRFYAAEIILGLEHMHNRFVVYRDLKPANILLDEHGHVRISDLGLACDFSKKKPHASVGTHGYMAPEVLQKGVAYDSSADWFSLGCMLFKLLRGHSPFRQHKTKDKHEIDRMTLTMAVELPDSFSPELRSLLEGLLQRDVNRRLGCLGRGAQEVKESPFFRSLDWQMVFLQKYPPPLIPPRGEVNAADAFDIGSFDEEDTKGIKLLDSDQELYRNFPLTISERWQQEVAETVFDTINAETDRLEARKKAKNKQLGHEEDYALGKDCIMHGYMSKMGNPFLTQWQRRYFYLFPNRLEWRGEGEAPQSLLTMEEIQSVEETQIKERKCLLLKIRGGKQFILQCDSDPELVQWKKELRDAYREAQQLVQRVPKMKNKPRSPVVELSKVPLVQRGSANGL
# AGP1 TOR yeast – modulators of AGP1-GFP expression in yeast TOR pathway, primary screen, cell-based, multiplex flow cytometry, S. cerevisiae, MLPCN library | hit rate 0.02% among 320,000 | 3 h; GFP as percent of DMSO wells | GFP response vs DMSO, % at 10 µM | AID 2066, 2009;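 active means GFP response relative to DMSO above a set limit, near screen average plus 3 SD, cut at about 150% in these data; inconclusive means fewer than 70 cells counted for the yeast strain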;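 further: median GFP channel fluorescence of the gated AGP1 strain per well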
# VLA-4 inh – inhibition in human VLA-4 binding assay, primary screen, VLA-4 allosteric modulator project, MLPCN library, flow cytometry, VLA-4 expressing cells | Integrin alpha-4 (Homo sapiens), P13612 | ligand binding flow cytometry | inhibition, % (about 7 µM as worked out from the volumes in the protocol) | hit rate 0.2% among 330,000 | AID 2557, 2010; in the data active means inhibition above about 50%
# RPL19A TOR yeast – RPL19A-GFP expression modulators in yeast, primary screen, cell-based, S. cerevisiae, multiplex flow cytometry, MLPCN; S. cerevisiae RPL19A-GFP strain, 3 h; hits give low values; percent response vs DMSO, % at 10 µM; hit rate 0.3% among 330,000;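 active means percent response vs DMSO below 50%; inconclusive means fewer than 70 events counted for the yeast strain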;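 further: median channel GFP fluorescence of the barcoded RPL19A-GFP strain; ratio of sample median GFP to plate DMSO average so 100% = DMSO; lower means less RPL19A-GFP as with rapamycin TOR inhibition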
# Starred values were filed as active, the others as inactive; ? = inconclusive; / = no result given; & = joins results of further samples.
Molecule	CIT2 TOR yeast	MEP2 TOR yeast	GASC-1 inh	LAP4-GFP MLPCN	GRK2 aptamer HTS	AGP1 TOR yeast	VLA-4 inh	RPL19A TOR yeast
CCCC(C(=O)NCC1CCCO1)N(Cc1ccco1)C(=O)CNS(=O)(=O)c1ccc(F)cc1 (centres undefined)	105	106	-4&12	101	0	103	14	102
CCOC(=O)CCCCCC(=O)Nc1ccc2c(c1)C(=O)N([C@H](C)CO)C[C@@H](C)[C@H](CN(C)S(=O)(=O)c1cn(C)cn1)O2	88	93	5	84	3	86	1	97
CCOC(=O)c1cccc(NC(=O)CCNS(=O)(=O)c2cccc3nonc23)c1	99	99	-6	97	0	103	-8	104
COc1ccccc1NC(=O)C(C)OC(=O)Cn1cnc2c1c(=O)n(C)c(=O)n2C (centres undefined)	90	96	-2	102	4	102	3	96
Cc1ccc(C2C3=C(NCCN=C3c3ccccc3)C(=O)N2c2ccccc2)cc1 (centres undefined)	96	98	28	92	2	97	27	92
CCOc1ccc(Cn2c(SCCCCC#N)nc3c2c(=O)n(C)c(=O)n3C)cc1OCC	99	106	-39	101	0	106	-3	99
Cc1[nH]c(-c2ccc(F)cc2)cc1C(=O)N1CCN(c2ccccc2)CC1	111	107	2	107	0	108	18	109
NC(=S)c1c(Cl)cc(C(F)(F)F)cc1Cl	89	96	5	110	0	96	-1	93
O=C(NCC1CCCO1)c1ccc(COc2ccc(Br)cc2)cc1 (centres undefined)	86	94	3	114	1	90	3	94
CCn1c2ccccc2c2cc(NC(=O)COC(=O)c3cc(S(N)(=O)=O)c(Cl)cc3Cl)ccc21	109	102	-4	104	0	108	2	102
Cc1nnc(SCC(=O)c2c(N)n(C3CC3)c(=O)[nH]c2=O)n1-c1ccccc1	107	103	14	99	3	101	10	101
CC1CCN(C(=O)CN2C(=O)NC3(CCCCCC3)C2=O)CC1	103	98	3	101	2	102	2	99
CCn1c(CNC(=O)c2cc(OC)c(OC)c(OC)c2)cc2cc(C)ccc21	104	109	18	94	3	101	6	106
N#CCCN(Cc1ccccc1)C(=O)Nc1ccccc1	98	101	1	111	0	104	2	103
C=CCNc1cc(C)oc(=O)c1C(=O)CC	104	115	1	93	0	98	-2	99
COc1ccc(-n2ncc3c2CC(C)(C)CC3NC(=O)c2cnc(C)cn2)cc1 (centres undefined)	104	97	8	93	0	97	6	96
O=C(CSc1nc2ccc([N+](=O)[O-])cc2[nH]1)NC1CCCC1	103	106	-4	99	2	103	6	101
CC(O)(CS(=O)(=O)Cc1ccc(Cl)cc1)C(=O)Nc1cccc(C(F)(F)F)c1 (centres undefined)	94	99	-9	99	0	101	12	96
COc1ccc(-c2nc3cc(C)ccn3c2NC(=O)c2c(F)cccc2Cl)cc1	106	109	-4	100	0	103	-11	106
COC(=O)[C@H](CC(C)C)NC(=O)Nc1ccc(F)cc1	99	89	4	100	17	98	1	95
CCOP(=O)(OCC)C(Nc1ccccc1)c1ccc2c(c1)OCO2 (centres undefined)	105	100	2	110	2	104	-19	98
COc1cc(NC(=O)c2ccc(Cl)cc2)c(OC)cc1Cl	95	109	-2	109	1	100	-8	101
CCCCOP(=O)(c1ccc(N(C)C)cc1)C(O)c1ccccc1F (centres undefined)	/	100	10	111	3	101	9	106
O=C(NCC1CCCO1)C1CCC(=O)N1CCc1ccccc1 (centres undefined)	105	103	3	99	2	103	5	102
NC(=S)N/N=C/c1ccc(-c2ccc(Cl)c(Cl)c2)o1	92	95	5	101	1	90	-2	90
CCOc1ccc(N2C(=O)/C(=C/c3ccccc3)N=C2SC)cc1	101	109	-3	115	0	118	11	101
COc1ccc(C(=O)c2ncc(C(F)(F)F)cc2Cl)cc1	102	105	-36	102	0	103	6	95
CC(C)Cn1c2c(c(=O)[nH]c1=O)C(NS(=O)(=O)c1ccc(Cl)cc1)(C(F)(F)F)C(=O)N2 (centres undefined)	105	105	8	101	3	103	3	99
O=C(Oc1cccc(C(=S)N2CCOCC2)c1)c1ccc([N+](=O)[O-])cc1[N+](=O)[O-]	96	94	-2	120	1	99	-14	103
COC(=O)c1sc(NC(=S)NC(=O)c2ccc(C)cc2)nc1C	97	89	-15	101	1	96	2	94
COc1ccc(NS(=O)(=O)c2ccc(O)c(C(=O)OCC(=O)N3CCCCC3)c2)cc1	93	96	9	92	3	96	14	95
COc1ccccc1Nc1ncc(-c2cccs2)s1	92	95	3	90	0	85	-7	90
Cc1ccccc1OCC(=O)Nc1ccc(C(=O)Nc2ccccc2C(=O)O)cc1	101	98	2	89	0	95	6	95
CCN(CC(=O)Nc1ccc2c(c1)OCCO2)C(=O)COc1ccc(C)cc1	/	93	9	88	0	101	5	102
N#Cc1ccc(CSc2ncnc3c2cnn3Cc2ccccc2)cc1	92	86	43	76	2	/	12	94
C=CCNC(=O)c1cc(-c2cccnc2)nc2ccccc12	102	108	-12	92	0	94	-1	104
C=CCC[C@@H](Cc1ccc(F)cc1)C(=O)OC[C@@H](Cc1ccccc1)NC(=O)[C@H](CC=C)CC(=O)NCCO	110	105	2	100	6	103	32	107
O=C(COc1cccc(NC(=O)c2ccco2)c1)c1ccccc1	96	96	-5	/	0	94	3	95
CN(Cc1ccccc1F)C(=O)c1ccccc1Sc1ccccc1C#N	90	103	5	107	1	103	8	97
CCOc1ccc(N2C(=O)S/C(=C\c3cccn3C)C2=O)cc1	101	104	-1	95	0	107	/	105

# Two of the compounds above, field by field.
compound: CCOC(=O)c1cccc(NC(=O)CCNS(=O)(=O)c2cccc3nonc23)c1
  CIT2 TOR yeast = 99
  MEP2 TOR yeast = 99
  GASC-1 inh = -6
  LAP4-GFP MLPCN = 97
  GRK2 aptamer HTS = 0
  AGP1 TOR yeast = 103
  VLA-4 inh = -8
  RPL19A TOR yeast = 104
compound: Cc1ccccc1OCC(=O)Nc1ccc(C(=O)Nc2ccccc2C(=O)O)cc1
  CIT2 TOR yeast = 101
  MEP2 TOR yeast = 98
  GASC-1 inh = 2
  LAP4-GFP MLPCN = 89
  GRK2 aptamer HTS = 0
  AGP1 TOR yeast = 95
  VLA-4 inh = 6
  RPL19A TOR yeast = 95

# (list continues)
Molecule	CIT2 TOR yeast	MEP2 TOR yeast	GASC-1 inh	LAP4-GFP MLPCN	GRK2 aptamer HTS	AGP1 TOR yeast	VLA-4 inh	RPL19A TOR yeast
CC(C)N1C(=O)/C(=C/c2nc3ccccc3c(=O)n2-c2ccccc2)c2ccccc21	95	95	9	94	1	96	2	101
O=C(CNC(=O)c1ccccc1O)N/N=C/c1ccccn1	107	103	-3	91	1	106	2	103
CCNc1nc2c(c(=O)[nH]c(=O)n2C)n1CC(C)C	95	97	11	116	0	96	31	97
COC(=O)c1cc(C(=O)OCC(=O)NC2CCCC2)cc([N+](=O)[O-])c1	87	83	9	81	27	94	10	90
O=C1c2cccc([N+](=O)[O-])c2C(=O)N1c1c[nH]c(=O)[nH]c1=O	99	99	-1	93	9	104	-5	102
CC(=O)c1c(C)[nH]c(C(=O)OCC(=O)Nc2cc(S(=O)(=O)N3CCCCC3)ccc2C)c1C	99	105	-6	91	0	98	7	105
O=C(Nc1nnc(SCc2ccccc2F)s1)C1=COCCO1	97	103	10	101	3	95	13	101
CCCCN(C(=O)c1cccc(S(=O)(=O)N2CC(C)OC(C)C2)c1)c1c(N)n(CCCC)c(=O)[nH]c1=O (centres undefined)	108	98	5	88	0	96	-6	103
COc1ccc(N=C2S/C(=C\c3cc(C)n(C)c3C)C(=O)N2CC(C)C)cc1	109	111	-9	117	0	113	8	111
CCOC(=O)C1CCN(C(=O)CNC(=O)Cn2c(C)cc3ccccc3c2=O)CC1	104	107	16	104	2	101	-3	101
CCc1ccc(S(=O)(=O)c2nnn3c2nc(N2CCOCC2)c2ccccc23)cc1	98	90	0	96	0	98	-111	96
CC1CN(C(=O)c2ccncc2)CC(C)O1 (centres undefined)	96	91	-1	95	3	94	1	97
CC(C)COC(=O)Nc1ccccc1C(=O)N1CCOCC1	101	98	0	82	0	98	-7	93
Cc1cc(C)n2nc(-c3ccc(Cl)cc3)cc2n1	97	101	3	95	0	95	13	102
COc1ccc(-c2oc(=O)c3cc(OC)c(OC)cc3c2C#CCCCO)cc1	105	105	5	112	0	103	-9	103
CCC(C(=O)NCCCN1CC(C)CC(C)C1)n1nc(C)c2sc3ccccc3c2c1=O (centres undefined)	116	106	5	117	0	119	4	108
Cc1ccc(Cl)cc1NC(=O)N(C)CCO	105	104	9	94	2	99	8	101
CCN(CC)c1ccc(NC(=O)c2nc3nc(C)cc(C(F)F)n3n2)cc1	107	99	-23	96	48*	96	5	99
O=C(OCc1ccc([N+](=O)[O-])cc1)c1ccc2ccccc2n1	86	94	0	111	0	103	-2	99
CCCc1nnc(SCC(=O)Nc2ccc(NC(C)=O)cc2)n1-n1cccc1	96	100	-46	89	0	93	0	93
COC(=O)c1ccc(CC(=O)c2ccc(O)cc2O)o1	101	105	6	102	0	98	15	96
COC(=O)C1CCN(S(=O)(=O)c2cn(C)c(=O)n(C)c2=O)CC1	98	101	4	103	1	99	0	101
CCOc1ccc(-n2c(SCc3ccc(C#N)cc3)nnc2-c2cccnc2)cc1	107	106	-7	94	0	97	-4	103
CCOC(=O)C(NC(C)=O)(Nc1ccc(S(=O)(=O)Nc2cc(C)nc(C)n2)cc1)C(F)(F)F (centres undefined)	100	104	11	99	0	102	4	102
Cn1c(=O)c2c(nc(N3CCCCCC3)n2CC(O)COc2ccccc2)n(C)c1=O (centres undefined)	104	100	8	99	6	99	-8	98
COc1ccc(N2CCN(C(CNC(=O)OCc3ccccc3)c3ccco3)CC2)cc1 (centres undefined)	97	99	5	95	0	99	9	102
CCOC(=O)C1CCN(C(=O)c2cc(S(=O)(=O)N3CCc4ccccc43)ccc2OC)CC1	101	92	1	113	1	106	5	99
CN(Cc1ccc(F)cc1)C(=O)C(Cc1ccccc1)NC(=O)c1ccccc1 (centres undefined)	90	91	-20	102	0	96	-2	84
COc1ccc(-n2nc(C(=O)NCC(=O)NCc3ccco3)c3ccccc3c2=O)c(OC)c1	105	99	-43	90	0	100	-6	98
O=C(CS(=O)(=O)c1cn(Cc2ccc(F)cc2)c2ccccc12)N1CCCCC1	106	103	-2	102	0	112	-17	103
O=C(COC(=O)Cc1c(Cl)cccc1Cl)NC1CCCC1	98	103	2	106	2	99	47	100
O=C(O)C1=NN(c2c(F)c(F)cc(F)c2F)C(=O)CC1	119	106	3	103	0	110	18	104
O=C(/C=C/c1ccco1)NCC(=O)N/N=C/c1ccc([N+](=O)[O-])cc1	97	101	-4	90	1	91	10	100
Cc1nn(CC(=O)NCC2CCCO2)c(C)c1[N+](=O)[O-] (centres undefined)	103	101	0	100	0	101	0	100
NS(=O)(=O)c1ccc(CCNC(=O)C2CCN(S(=O)(=O)c3ccc(Br)s3)CC2)cc1	95	96	-19	96	2	100	10	96
CCn1c(CNc2ccc(C)cc2)nnc1SCC(=O)NCc1ccccc1	103	104	-6&18	103	3	97	3	98
Cc1cc(=O)oc2cc(OCC(=O)NC(Cc3c[nH]c4ccc(O)cc34)C(=O)O)c(Cl)cc12 (centres undefined)	114	114	?	106	2	110	5	105
CCCCn1nnnc1NCc1cccc(OC)c1OC	104	108	0	102	4	104	8	101
